CIT2 TOR yeast = alters CIT2-GFP fluorescence in TOR pathway yeast screen; S. cerevisiae CIT2-GFP strain, flow cytometry, 3 h; 100 means same as DMSO wells; GFP response vs DMSO, % at 10 µM; hit rate 0.065% among 320,000; AID 2029;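 active = GFP response relative to DMSO above a set limit, near the screen mean plus 3 SD, cut at about 150% in these data; inconclusive = Fewer than 70 cells measured for a yeast strain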;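 also: ratio of well median GFP fluorescence to mean of DMSO wells on the plate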
proCasp7 act = counter-screen for procaspase-3 activators: activators of human procaspase-7; P55210; activation, % at 8.5 µM; recombinant procaspase-7, Ac-DEVD-pNA absorbance 405 nm; D23A/D198A/D206A triple mutant, cannot self-cleave; scale: DMSO 0, 5 µM enzyme 100; hit rate 0.093% among 330,000; AID 463210;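 active = percent activation above the screen-wide mean plus 3 SD, cut at about 25% in these data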
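System: Procaspase-7 triple mutant (PC-7 D3A); measure: % activation from two-timepoint absorbance difference, scaled to controls; times: 1 h compound preincubation, 2 h substrate cleavage, 25 °C; also added: Ac-DEVD-pNA substrate, 400 µM as added; measured by: Epi-absorbance of released pNA at 405 nm, two timepoints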
MEP2 TOR yeast = modulators of TOR pathway MEP2-GFP in S. cerevisiae; GFP response vs DMSO, % at 10 µM; S. cerevisiae MEP2-GFP strain, flow cytometry GFP, 3 h; 100% = DMSO control level; hit rate 0.51% among 330,000;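 active = GFP response versus DMSO above a set limit, roughly screen mean plus 3 SD, cut at about 180% in these data; inconclusive = fewer than 70 cells counted for a yeast strain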;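 also: median GFP fluorescence of the barcode-gated MEP2-GFP cells per well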
AHR activator = human AHR activation; AID 2796; AHR-responsive luciferase reporter cells, luminescence; activation, % at 5 µM; hit rate 2.5% among 320,000; in the data active = activation above about 47%;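 also: 0% = vehicle wells and 100% = reference agonist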
Target sequence (P35869 whole entry, looked up): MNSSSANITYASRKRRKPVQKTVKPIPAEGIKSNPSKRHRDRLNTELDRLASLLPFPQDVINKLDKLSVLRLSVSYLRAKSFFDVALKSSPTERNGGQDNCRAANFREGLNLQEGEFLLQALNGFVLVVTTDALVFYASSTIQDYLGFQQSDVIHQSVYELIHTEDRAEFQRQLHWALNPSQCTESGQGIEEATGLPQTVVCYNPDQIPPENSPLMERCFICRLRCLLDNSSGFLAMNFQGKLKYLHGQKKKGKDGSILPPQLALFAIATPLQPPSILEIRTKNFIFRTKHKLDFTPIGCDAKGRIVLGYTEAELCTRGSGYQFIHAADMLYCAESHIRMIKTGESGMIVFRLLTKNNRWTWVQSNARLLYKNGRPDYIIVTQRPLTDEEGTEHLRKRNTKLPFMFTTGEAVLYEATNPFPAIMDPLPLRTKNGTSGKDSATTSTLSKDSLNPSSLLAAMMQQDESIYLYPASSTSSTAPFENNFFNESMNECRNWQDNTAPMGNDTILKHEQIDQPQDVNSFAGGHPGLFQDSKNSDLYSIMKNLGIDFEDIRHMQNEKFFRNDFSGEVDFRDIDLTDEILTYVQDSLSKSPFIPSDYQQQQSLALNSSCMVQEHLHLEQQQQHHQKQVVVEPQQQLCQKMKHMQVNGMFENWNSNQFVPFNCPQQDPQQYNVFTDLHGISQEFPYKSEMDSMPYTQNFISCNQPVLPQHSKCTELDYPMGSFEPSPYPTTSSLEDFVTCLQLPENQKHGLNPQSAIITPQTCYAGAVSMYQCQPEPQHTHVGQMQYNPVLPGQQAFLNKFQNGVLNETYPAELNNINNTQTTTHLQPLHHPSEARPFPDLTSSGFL
AGP1-GFP MLPCN = modulators of TOR pathway AGP1-GFP in S. cerevisiae | S. cerevisiae AGP1-GFP multiplex flow cytometry, 3 h; GFP as percent of DMSO wells | hit rate 0.02% among 320,000 | GFP response vs DMSO, % at 10 µM;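 active = GFP response relative to DMSO above a set limit, near screen average plus 3 SD, cut at about 150% in these data; inconclusive = fewer than 70 cells counted for the yeast strain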;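 also: median GFP channel fluorescence of the gated AGP1 strain per well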
procasp3 activ = activates human procaspase-3. recombinant procaspase-3 D3A, Ac-DEVD-pNA absorbance 405 nm. activation, % at 8.5 µM. hit rate 0.11% among 330,000. AID 463141;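 active = activation above the mean of all tested compounds plus 3 SD, cut at about 21% in these data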;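 also: 0% = DMSO alone and 100% = DMSO wells spiked with extra 5 µM PC-3 D3A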
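Assay system: Autoprocessing-dead procaspase-3 D3A mutant enzyme; also added: Ac-DEVD-pNA; doses: one concentration, 8.5 µM nominal, 0.8% DMSO; times: 1 h compound preincubation, 2 h substrate hydrolysis at 25 °C; technique: 405 nm absorbance of p-nitroaniline, reads at 0 and 120 min; measure: % activation between DMSO and enzyme-spiked controls; repeats: single replicate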
RPL19A TOR yeast = yeast TOR pathway RPL19A-GFP modulation; S. cerevisiae RPL19A-GFP strain, flow cytometry, 3 h; hits give low values; percent response vs DMSO, % at 10 µM; hit rate 0.3% among 330,000;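 active = percent response vs DMSO below 50%; inconclusive = fewer than 70 events counted for the yeast strain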;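 also: median channel GFP fluorescence of the barcoded RPL19A-GFP strain; ratio of sample median GFP to plate DMSO average so 100% = DMSO; lower means less RPL19A-GFP as with rapamycin TOR inhibition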
LAP4 TOR yeast = yeast TOR pathway LAP4-GFP modulation; S. cerevisiae LAP4-GFP multiplex, flow cytometry GFP, 3 h; median GFP as percent of DMSO wells; GFP response vs DMSO, % at 10 µM; hit rate 0.34% among 320,000;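 active = GFP response vs DMSO above a set limit, about the screen mean plus 3 SD, cut at about 150% in these data; inconclusive = under 70 cell events counted for the yeast strain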
Numbers without * were called inactive; ? = inconclusive; . = no result given; [ ] = remark or other dose.

SMILES | CIT2 TOR yeast | proCasp7 act | MEP2 TOR yeast | AHR activator | AGP1-GFP MLPCN | procasp3 activ | RPL19A TOR yeast | LAP4 TOR yeast
Cc1nn(S(=O)(=O)N2CCCCC2)c(C)c1Br | 85 | 9 | 98 | -1 | 96 | 13 | 91 | 102
Cc1cccc(/C=C2/Sc3ccc(C(=O)NCCN4CCCC4)cc3NC2=O)c1 | 98 | 13 | 94 | -2 | 98 | 0 | 96 | 111
COc1ccc(NC(=O)CSc2[nH]c(=O)cc(C)c2C#N)cc1OC | 100 | -9 | 105 | 3 | 108 | 1 | 104 | 100
COCCN1CCn2c(nc3cc(NS(C)(=O)=O)ccc32)C1 | 105 | 2 | 105 | 5 | 102 | -2 | 104 | 100
CCCC(=O)N(Cc1cc(=O)[nH]c2ccccc12)c1ccccc1OC | 101 | 8 | 108 | 15 | 95 | 6 | 105 | 96
COc1ccc(Cc2nnc(NC(=O)Nc3ccccc3F)s2)cc1 | 97 | 0 | 91 | 8 | 90 | 9 | 89 | 74
Fc1ccc(Nc2nc(N3CCOCC3)nc(N3CCOCC3)n2)cc1Cl | 100 | -3 | 108 | 9 | 57 | 6 | 100 | 116
CCOc1ncccc1C(=O)Oc1ccc2c(c1)OCO2 | 103 | 7 | 102 | 2 | 103 | 18 | 95 | 99
COC(=O)c1cc2sccc2n1CC(=O)Nc1cc(OC)cc(OC)c1 | 88 | -2 | 98 | 11 | 92 | -6 | 95 | 95
CC(C)(C)OC1NS(=O)(=O)OCC1NCOC(Cl)(Cl)Cl (configuration not stated) | 101 | -8 | 88 | 3 | 92 | -15 | 97 | 105
CC(=O)NC(CC(=O)N1CCN(C(C)=O)CC1)c1ccccc1 (configuration not stated) | 97 | -6 | 98 | 1 | 98 | 0 | 102 | 93
Cc1ccc(-c2c[n+](CC(=O)OCc3ccccc3)c3n2CCC3)cc1 | 92 | 4 | 98 | 3 | 94 | 6 | 100 | 96
COc1ccc(-c2cc(C(=O)N/N=C(\C)c3cccnc3)c3ccccc3n2)cc1 | 80 | . | 105 | . | 91 | . | 117 | 73
O=C(CCNC(=O)Cn1ccc2ccccc2c1=O)NCCN1CCN(c2ccccc2F)CC1 | 105 | 12 | 105 | 1 | 108 | -1 | 107 | 99
CCCn1ncc(CN2CCC(n3nccc3NC(=O)c3ccccc3Cl)CC2)c1C | . | 6 | 94 | 2 | 92 | 2 | 100 | 72
COC(=O)c1c(NC(=O)Cc2cccs2)sc2c1CCCC2 | ? | -6 | 211*[may fluoresce violet] | 19 | ? | -5 | 56[may fluoresce violet] | 91[may fluoresce violet]
COc1cc(C(=O)NCc2ccc(C)cc2)ccc1OC(F)F | 97 | 5 | 101 | 5 | 96 | 1 | 100 | 99
COc1ccc(NC(=O)CS(=O)(=O)c2cn(CC(=O)N3CCCC3)c3ccccc23)c(OC)c1 | 107 | 7 | 110 | 1 | 100 | 2 | 108 | 95
O=C(c1cc(COc2ccc(F)cc2Cl)on1)N1CCCCC1c1cccnc1 (configuration not stated) | 88 | 4 | 103 | 5 | 86 | 0 | 100 | 90
CSc1ccc(/C=N/NC(=O)c2cccs2)cc1 | 101 | 1 | 98 | 23 | 101 | -2 | 101 | 105
O=c1[nH]nc(-c2ccc(F)cc2)cc1Cc1ccccn1 | 106 | 1 | 105 | 2 | 117 | 2 | 100 | 120
C=CCn1c(C)cc(C)c(C#N)c1=O | 103 | 10 | 101 | -2 | 108 | -10 | 101 | 94
CCOC(=O)C1CCCN(S(=O)(=O)c2cc(Br)cc3c2N(C(=O)C2CC2)CC3)C1 (configuration not stated) | 97 | 6 | 97 | 3 | 103 | -3 | 100 | 101
COc1cc(/C=C(/C#N)C(=O)Nc2ccccc2)c(Br)cc1OCc1ccc(C(=O)O)cc1 | 105 | 4 | 103 | 10 | 85 | -6 | 101 | 92
COc1ccc(CNC(=O)C2CCN(S(=O)(=O)N3CC(C)CC(C)C3)CC2)cc1 (configuration not stated) | 102 | 10 | 104 | 2 | 96 | 1 | 93 | 92
O=C(CSc1ccc2nnc(CCNC(=O)c3ccc(F)cc3)n2n1)NCc1ccco1 | 92 | -14 | 96 | -1 | 79 | -6 | 104 | 85
O=C(COc1ccc(C(=O)c2ccccc2)cc1)Nc1cccnc1 | 91 | -5 | 101 | 2 | 97 | 3 | 99 | 86
CC(SCc1ccccc1)C(=O)Nc1ccc2c(c1)OCO2 (configuration not stated) | 98 | 1 | 100 | 10 | 96 | -2 | 96 | 96
O=C(NC(=S)N1CCN(c2nc(-c3ccccc3)cs2)CC1)c1cncc(Br)c1 | 89 | -7 | 67 | 4 | 83 | -3 | 90 | 106
CCOC(=O)C1CCCN(C(=O)c2ccc3c(c2)NC(=O)C(N2CCOCC2)S3)C1 (configuration not stated) | 106 | 7 | 108 | 1 | 104 | -8 | 101 | 105
COC(=O)c1ccc(C)c(-n2c(=O)n(Cc3ccccc3)c(=O)c3[nH]cnc32)c1 | 98 | -14 | 107 | 0 | 103 | 2 | 107 | 107
CC(=O)Nc1ccc(S(=O)(=O)NC(CC(=O)NCCc2ccccc2)C(C)C)cc1 (configuration not stated) | 96 | -2 | 105 | 3 | 99 | -5 | 96 | 101
Cc1ccc(OCCSc2nc(NC(C)C)nc(NC(C)C)n2)cc1 | 102 | -1 | 100 | 4 | 92 | -7 | 106 | 92
Cc1nc(C)n(CC(=O)c2ccc(Cl)cc2Cl)n1 | 111 | 3 | 124 | -1 | 114 | 11 | 105 | 117
CC1CCN(C(=O)CCN2C(=O)/C(=C/c3cccs3)SC2=S)CC1 | 91 | -10 | 94 | -1 | 90 | -6 | 93 | 87
COC(=O)c1cc(OC)c(OC)c(OC)c1N | 103 | -3 | 120 | 2 | 100 | -5 | 104 | 108
COc1cc(-c2cc(C(=O)Nc3c(Cl)cc(Cl)cc3Cl)c3ccccc3n2)cc(OC)c1OC | 91 | -4 | 102 | 35 | 95 | 0 | 97 | 93
C/C(=N\Nc1nc(C)c(C)s1)c1ccc([N+](=O)[O-])cc1 | 104 | -21 | 101 | 2 | 100 | -21 | 104 | 109
O=C(COC(=O)c1cc(Cl)ccc1O)NNC(=O)c1ccccc1F | 97 | 3 | 98 | -2 | 96 | 1 | 96 | 92
Cc1ccc(S(=O)(=O)Nn2c(C)ccc2C)cc1 | 103 | -2 | 139 | 3 | 32 | -2 | . | 90
Cc1cccc(C(=O)NCC(=O)NC2CCN(Cc3ccccc3)CC2)c1 | 97 | -7 | 95 | 1 | 95 | 5 | 88 | 99
Cn1cnc(C(=O)N2CCN(C(=O)OC(C)(C)C)CC2)c1C(=O)N1CCN(C(=O)OC(C)(C)C)CC1 | 94 | -7 | 99 | 1 | 100 | 0 | 103 | 103
CCOC(=O)COc1cc(-n2c(=S)[nH]c3ccccc3c2=O)c(Cl)cc1Cl | 83 | 5 | 93 | -1 | 96 | -7 | 89 | 97
COc1cccc(NC(=O)COC(=O)c2ccco2)c1 | ? | -3 | 94[may fluoresce red and violet] | -1 | ? | 9 | ? | ?
O=C(COC(=O)c1cnccn1)c1ccc(OC(=O)c2ccccc2)cc1 | 107 | 11 | 103 | 1 | 97 | 0 | 102 | 104
Clc1ccc(COn2c(-c3ccc(Cl)cc3Cl)nc3ncccc32)cc1 | 98 | 2 | 100 | 0 | 99 | 2 | 104 | 106
CCCn1nnc(NC(=O)Cc2ccccc2)n1 | 92 | 12 | 100 | 5 | 99 | -2 | 99 | 99
COc1ccc(Nc2nc(C)cc(C)c2C(N)=O)cc1OC | 102 | -12 | 101 | 11 | 104 | 10 | 98 | 101
CCCN(CCC)C(=O)Cn1ccc(=N)c2ccccc21 | 105 | 12 | 111 | 3 | 106 | 6 | 106 | 94
OCCC1CN(Cc2cccc3c2OCO3)CCN1C1CCCC1 (configuration not stated) | 106 | 3 | 108 | 2 | 103 | 2 | 104 | 89
Later entries:
SMILES | CIT2 TOR yeast | proCasp7 act | MEP2 TOR yeast | AHR activator | AGP1-GFP MLPCN | procasp3 activ | RPL19A TOR yeast | LAP4 TOR yeast
Cn1c(=O)c2sccc2n2c(CCCC(=O)NCCc3ccc(S(N)(=O)=O)cc3)nnc12 | 105 | -3 | 112 | 0 | 108 | 2 | 104 | 98
O=C(OCC(=O)N1CCOCC1)c1ccc[nH]c1=O | 98 | 13 | 98 | 3 | 102 | 8 | 96 | 98
N#CC1=C2SCC(O)(c3ccccc3)N2C(=O)CC1c1cccs1 (configuration not stated) | 108 | -6 | 105 | 4 | . | 13 | 107 | 108
COc1cc2[nH]c(C(=O)Nc3ccc(F)cc3)cc2c(OC)c1OC | 103 | 3 | 119 | 25 | 92 | -6 | 109 | 115
CC[C@@H]1C=C(C(=O)O)[C@H](c2ccc3c(c2)OCO3)N1S(=O)(=O)c1ccc(C)cc1 | 96 | 2 | 103 | 2 | 105 | 2 | 100 | 111
Cc1ccc(NC(=O)CS(=O)CC(=O)N(c2ccccc2F)C(C)C(=O)NC2CCCC2)cc1 (configuration not stated) | 99 | -8 | 93 | 4 | 96 | -2 | 96 | 94
Cc1ccc(CCNC(=O)CNC(=O)c2cccs2)cc1 | 101 | 8 | 102 | 1 | 106 | 4 | 102 | 101
CC(C)(C)C(=O)N1CCN(c2ccc([N+](=O)[O-])cc2-n2cccc2)CC1 | 103 | 1 | 99 | -1 | 112 | -5 | 101 | 109
O=C(COC(=O)c1ccc2ncsc2c1)NCc1ccc(Cl)cc1 | 99 | -7 | 102 | 2 | 88 | 3 | 97 | 99
O=C(Nn1c(SCc2ccccc2F)nc2ccsc2c1=O)c1ccccc1 | 86 | -2 | 100 | 5 | 91 | 5 | 101 | 86
O=C1NC(c2ccccc2)CCO1 (configuration not stated) | 88 | -3 | 84 | -1 | 81 | -2 | 92 | 123
COc1ccc(CC(=O)NCc2nc(-c3ccccc3)no2)cc1 | 100 | -4 | 99 | 3 | 110 | 9 | 99 | 111
O=C(CN1CCN(c2ccccn2)CC1)Nc1cccc(S(=O)(=O)N2CCCC2)c1 | 84 | 8 | 89 | 0 | 90 | -2 | 98 | 84
CCOC(=O)C(C)c1nc2ccccc2[nH]c1=O (configuration not stated) | 97 | -9 | 106 | 1 | 103 | -8 | 98 | 102
COc1ccc(/C(O)=C2/C(=O)C(=O)N(CCN(C)C)C2c2cccnc2)cc1OC (configuration not stated) | 101 | 4 | 106 | 2 | 97 | -2 | 102 | 98
COC(=O)c1cc(OC)c(OC)cc1NC(=S)Nc1cccc(C(C)=O)c1 | 92 | 0 | 95 | 6 | 93 | -5 | 96 | 98

Profiles as entered above. Screens in order: CIT2 TOR yeast, proCasp7 act, MEP2 TOR yeast, AHR activator, AGP1-GFP MLPCN, procasp3 activ, RPL19A TOR yeast, LAP4 TOR yeast
O=C(CN1CCN(c2ccccn2)CC1)Nc1cccc(S(=O)(=O)N2CCCC2)c1 is listed with 84, 8, 89, 0, 90, -2, 98, 84
COc1ccc(CC(=O)NCc2nc(-c3ccccc3)no2)cc1 is listed with 100, -4, 99, 3, 110, 9, 99, 111

Source: PubChem BioAssay (several laboratories)
